Myeloid diff 2: induction of myeloid progenitor differentiation, primary screen, cell-based, flow cytometry, MLPCN library. calls only at 10 µM. 360,000 tested, 1% active. ER-HoxA9 myeloid progenitors, lysozyme-GFP differentiation;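 active means normalized GFP-positive differentiation at or above the plate's own cutoff, the solvent-only control mean plus 3 SD; inconclusive means no clear call, values can overlap the other calls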;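 further: cells exposed to compound for four days before flow analysis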
T cell HTS: modulators of CD8 T cell-vesicle binding, primary screen, mouse 2C CD8+ T cells, flow cytometry | 2C CD8+ T cell-vesicle binding; stronger effect = lower value | calls only at 7 µM | 330,000 tested, 0.068% active;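 active means response, share of CD8 T cells binding vesicles, and their 90th percentile fluorescence all below set limits, cut at about 80% in these data, passing the limit was not always enough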
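Also added: QL9-peptide-loaded Drosophila micro-vesicles bearing Ld, ICAM-1 and B7-1; Test system: purified 2C TCR transgenic mouse naive CD8+ T cells; Measured by: cytometric PE anti-B7-1 and Alexa647 anti-CD8 signals after 1% paraformaldehyde fixation; Timing: binding step 1.5 h, 37 °C, antibody labelling 20 min, ice.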
Lipid droplet: inhibitors of hepatocyte lipid droplet formation, primary screen, imaging, high-throughput imaging, BODIPY stain; 240,000 tested, 0.4% active; AML12 mouse hepatocytes, oleate lipid droplets; inhibition, % at 6.5 µM;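 active means lipid droplet intensity inhibited by at least 50%, with more than 500 cells counted; inconclusive means wells with under 300 cells, treated as cytotoxic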
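Technique: fluorescence imaging, 20x objective, two fields per well / Assay system: AML12 hepatocytes (mouse) / Measure: % inhibition of lipid droplet signal / Doses: 6.5 µM single-point dosing / Incubation: overnight exposure / Reagent: 100 µM oleic acid challenge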
Lipid droplet cells 6.5 µM: second read-out of Lipid droplet, no call of its own (marks repeat the call); cell count; measured here: cell count, cytotoxicity flag;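 cells counted across two imaged fields per well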
T cell HTS vesicle-bound %: second read-out of T cell HTS, no call of its own (marks repeat the call); double positive events, %; measured here: CD8+ vesicle-bound cell fraction;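 binding gate set so that unloaded-vesicle control wells show 10% double positive cells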
Myeloid diff 2 GFP+ MAC1+ %: recorded beside Myeloid diff 2, whose call it bears; GFP+ MAC1+ double positive, %; measured here: differentiation confirmed by MAC1 staining
Numbers without * were called inactive; i = inactive; ? = inconclusive; · = not tested or not shown; + = active, no number.

SMILES	Myeloid diff 2	Myeloid diff 2 GFP+ MAC1+ %	T cell HTS	T cell HTS vesicle-bound %	Lipid droplet	Lipid droplet cells 6.5 µM
C[C@]1(CO)CCC[C@@]2(C)C1CC[C@@H](CO)[C@@H]2CCc1ccoc1 (some centres undefined)	i	1.0	i	46.3	-2.9	763
COC(=O)c1sccc1NC(=O)Nc1ccc(OC)c(OC)c1	i	0.5	i	67.4	-13.5	631
Cc1ccc(S(=O)(=O)Nc2cccc(-n3cnnn3)c2)cc1C	i	0.8	i	16.7	-25.9	728
CCNc1c(NS(=O)(=O)c2ccc(Br)s2)c(=O)oc2ccccc12	i	0.5	i	32.7	5.9	838
CN(C)C(CNC(=O)c1ccc(-c2ccccc2)cc1)c1ccccc1 (centres undefined)	+	1.2*	i	38.8	-5.7	779
COc1ccc(Cn2c(CO)cnc2SCC(=O)Nc2cc(C)on2)cc1	i	1.7	i	24.3	-2.0	740
COc1ccccc1N1C(=O)c2ccccc2NC1c1cc(OC)c(OC)c(OC)c1 (centres undefined)	i	0.5	i	57.1	-1.6	819
CCc1cc(=O)oc2cc(C)cc(OC(C)C(=O)NCc3ccccn3)c12 (centres undefined)	i	1.8	i	7.4	-16.0	766
O=C(Nc1ccccc1N1CCOCC1)c1ccc2ccccc2c1	i	0.3	i	18.8	-0.6	674
Cc1ccc(C(=O)Nc2ccc(N3CCOCC3)cc2N2CCOCC2)cc1	i	0.8	i	46.8	5.6	829
CC(=O)NCCC(=O)Nc1cc(S(=O)(=O)N2CCCCC2)ccc1Oc1ccccc1	?	·	i	66.6	-2.4	686
COc1cccc(C(=O)Nc2ccc(C(=O)c3ccccc3)cc2)c1	i	0.2	i	65.9	1.2	787
O=C(C1CCC(=O)N(C2CC2)C1)N1CCC(Oc2cccc(F)c2)CC1 (centres undefined)	i	1.4	i	66.6	4.0	850
COc1ccc(C(=O)C2CCCN(Cc3cc(Cl)ccc3O)C2)c(OC)c1 (centres undefined)	i	0.3	i	54.6	-7.9	847
COc1cc(Cl)ccc1OCc1cc(C(=O)N(C)Cc2nnc(C)o2)no1	i	0.7	i	35.2	-7.3	644

Molecules shown so far that contain a Cl atom (2):
SMILES	Myeloid diff 2	Myeloid diff 2 GFP+ MAC1+ %	T cell HTS	T cell HTS vesicle-bound %	Lipid droplet	Lipid droplet cells 6.5 µM
COc1ccc(C(=O)C2CCCN(Cc3cc(Cl)ccc3O)C2)c(OC)c1 (centres undefined)	i	0.3	i	54.6	-7.9	847
COc1cc(Cl)ccc1OCc1cc(C(=O)N(C)Cc2nnc(C)o2)no1	i	0.7	i	35.2	-7.3	644

The list goes on:
SMILES	Myeloid diff 2	Myeloid diff 2 GFP+ MAC1+ %	T cell HTS	T cell HTS vesicle-bound %	Lipid droplet	Lipid droplet cells 6.5 µM
Cc1ccc(NS(=O)(=O)c2ccc(-c3ccc(=O)[nH]n3)o2)cc1Cl	i	4.0	i	8.6	12.5	709
O=C(c1cccc([N+](=O)[O-])c1)N1CCCC(C(=O)N2CCN(c3ccccc3)CC2)C1 (centres undefined)	i	0.5	i	30.8	-4.0	848
CCc1nnc(NC(=O)C2CCCN2C(=O)Nc2ccc(Cl)cc2)s1 (centres undefined)	i	0.7	i	18.0	-2.4	808
CCOC(=O)c1sc2nc(C)nc(NCc3ccc(Cl)cc3)c2c1C	i	1.7	i	51.8	-22.4	819
COc1ccc(C(=O)CN2CCN(c3ccc(F)cc3)CC2)cc1	i	0.6	i	28.8	2.3	823
O=C(NCC(=O)N(c1cccc(F)c1)C(C(=O)NC1CCCC1)c1ccncc1)c1ccco1 (centres undefined)	?	·	i	31.2	-33.8	782
CC(=O)Nc1ccc(S(=O)(=O)N2CCC(C(=O)Nc3nccs3)CC2)cc1	i	3.6	i	6.6	-21.2	703
CCN(C(=O)COC(=O)c1cccc(S(=O)(=O)N(CC)CC)c1)C1CCS(=O)(=O)C1 (centres undefined)	i	1.7	i	17.9	-2.7	697
COc1cccc(C2C(C#N)=C(N)N(N(C)C)C3=C2C(=O)CC(C)(C)C3)c1OC (centres undefined)	i	0.7	i	40.2	20.4	838
CC(=O)COc1ccc2oc(=O)cc(-c3cc4ccccc4o3)c2c1	i	0.0	i	25.8	12.1	715
CN(Cc1cccs1)C(=O)CNC(=O)c1ccco1	i	0.6	i	5.8	-15.4	662
COc1ccccc1C(=O)Nn1cnnc1	i	0.6	i	63.0	13.7	776
Cc1cccc(C)c1OCc1cc(C(=O)N(C)Cc2nc3ccccc3[nH]2)no1	i	0.9	i	9.3	10.9	838
CCN(C(=O)/C=C/c1cc(OC)c(OC)c(OC)c1)C1CCCCC1	i	0.5	i	61.6	-3.9	808
O=C(Nc1c(C(=O)N2CCOCC2)cnn1-c1ccccc1)c1cccc(F)c1	i	0.5	i	23.8	-1.8	800
CCOC(=O)c1ccc(NC(=O)N2CCc3ccccc3C2)cc1	i	2.5	i	4.9	-0.8	837
COc1cccc(C(=O)NCC(=O)N/N=C/c2c(C)[nH]c3ccccc23)c1	i	3.3	i	30.4	26.6	722
COc1cc(-c2nnc(SCC(=O)N3CCOCC3)o2)cc(OC)c1OC	i	0.9	i	27.4	0.7	816
Cc1ccc(CN(C)C(=O)c2cc(Br)c(Br)s2)o1	?	·	i	23.8	-22.6	754
CCOC(=O)c1ccc(NS(=O)(=O)c2ccc(-c3coc(C)n3)cc2)cc1	i	2.3	i	28.1	12.1	746
CCOC(=O)N1CCC(N2C(=O)c3ccc(C(=O)NCCC(C)C)cc3C2=O)CC1	i	0.5	i	31.6	-4.3	869
COc1ccc(N(Cc2cc(=O)[nH]c3ccccc23)C(C)=O)cc1	i	0.4	i	57.2	74.9*	654*
O=S(=O)(c1cccs1)N1CCN(c2ccccc2F)CC1	i	2.0	i	34.7	0.7	847
CSc1cccc(CN2CCC(n3nccc3NC(=O)C3CC3)CC2)c1	i	0.0	i	5.8	-3.7	706
Cc1ccc(NC(=O)COc2ccc(N3CC(C(N)=O)CC3=O)cc2)c(C)c1 (centres undefined)	i	2.0	i	37.4	15.5	823
N#Cc1cnc2nc(SCc3ccccc3)nn2c1	i	0.8	i	36.6	4.2	845
CC(=O)N1CCN=C1SCc1cccc(Cl)c1	i	5.2	i	22.4	10.6	720
COc1ccc(Cl)cc1C(=O)NCc1ccc2c(c1)OCO2	i	0.4	i	62.1	-5.8	826
CC(NC(=O)CCNS(=O)(=O)c1ccc2c(c1)oc(=O)n2C)c1ccccc1 (centres undefined)	i	0.6	i	1.7	-18.9	696
CCC(NC(=O)Cc1c(C)c2cc3c(cc2oc1=O)OC(C)(C)CC3)C(=O)O (centres undefined)	i	0.1	i	15.6	-5.0	786
FC(F)(F)c1ccccc1CNCc1ccc2c(c1)OCO2	i	0.8	i	14.6	-0.2	850
COc1ccc2cc(-c3ccn[nH]3)ccc2c1	+	8.2*	i	31.5	-14.9	416
CC(C)=CCCC(C)CN1CCC(n2nccc2NC(=O)c2ccccc2)CC1 (centres undefined)	i	4.3	i	47.8	2.9	722
CC(=O)c1cccc(NC(=O)C2=CC(c3cccs3)=NS(=O)(=O)N2C)c1	i	0.6	i	28.3	-5.4	734
O=C(C1CCN(S(=O)(=O)c2ccc(Br)s2)CC1)N1CCN(c2ccccc2)CC1	i	0.8	i	26.0	11.4	793
O=C(Nc1ccc(O)cc1)c1ccc2c(c1)C(=O)N(N1C(=O)c3ccccc3C1=O)C2=O	i	0.6	i	21.1	-5.5	716
NC(=O)NC(Cc1ccccc1)C(=O)NCCCSc1ccccc1 (centres undefined)	i	0.5	i	39.7	-5.7	735
CCOc1ccc(OCCC(=O)OCC(=O)NC2CCCCC2)cc1	i	4.0	i	10.3	9.5	859
O=C1CCN(Cc2ccccc2)CCN1CCOc1ccccc1	i	0.5	i	27.3	-0.7	838
CSc1ccc(CNC(=O)C2Cc3cc(S(=O)(=O)N4CCCC4)ccc3N2C(C)=O)cc1 (centres undefined)	i	0.6	i	60.2	-0.7	672
O=C(c1ccccc1)c1cc2ccccc2oc1=O	i	0.2	i	56.3	12.4	845
CCc1cc2c(=O)n(-c3ccccc3)c(SCC(N)=O)nc2s1	i	0.7	i	54.4	2.7	854
COC(=O)c1cc(S(=O)(=O)NCC2CCN(Cc3ccc(C)cc3)CC2)cn1C	i	2.1	i	54.8	9.7	726
CC(C)N(Cc1ccccc1)S(=O)(=O)c1cccs1	i	0.7	i	61.2	-4.2	696
O=C(CN1C(=O)CCSc2ccc(S(=O)(=O)N3CCOCC3)cc21)Nc1ccccc1Cl	i	0.0	i	21.6	2.8	688
O=C(c1cc(F)c(F)cc1Cl)N1CCN(CCc2ccccc2)CC1	i	0.7	i	16.5	-3.4	795
Cc1nc2ccc(Br)cc2c2c1CC(CBr)O2 (centres undefined)	i	0.5	i	47.7	8.2	819
COc1cccc(CC(=O)Nc2cccc3ccccc23)c1	i	0.3	i	38.4	-6.6	714
CCOC(=O)N1CCC(NC(=O)CC2C(=O)NCCN2Cc2ccc(C)cc2)CC1 (centres undefined)	i	1.0	i	60.5	-10.3	660
C=CCC1(C(=O)NCCO)CCN(C(=O)OC(C)(C)C)CC1	i	0.6	i	8.8	-1.2	792
Cc1nonc1NC(=O)CSc1nc2ccccc2o1	i	0.3	i	43.1	11.2	809
O=C(NCc1ccco1)C1CCCN(c2ncnc3c2nc2n3CCCCC2)C1 (centres undefined)	i	1.3	i	12.7	-11.9	717
CCc1ccccc1NC(=O)CC(=O)Nc1ccccc1CC	i	1.3	i	65.0	-3.2	840
O=C(NN(c1ccccc1)c1ccccc1)c1ccccc1F	i	0.4	i	19.6	14.6	828
CCC1CN(C(=O)NCc2ccccc2)c2cc(C)ccc2O1 (centres undefined)	i	0.6	i	33.4	7.1	842
CCC1CCCCN1C(=O)CCCc1ccccc1 (centres undefined)	i	1.0	i	12.5	-15.5	837
O=C(Nc1nc2c(Cl)cccc2s1)c1ccc([N+](=O)[O-])o1	i	1.2	i	25.9	-7.8	788
NC(=O)CC(NC(=O)c1cccc(Br)c1)c1ccc(NC2CCCCCCC2)c([N+](=O)[O-])c1 (centres undefined)	i	2.0	i	11.2	3.7	794
CCc1ccc(NC(=O)CCNS(=O)(=O)c2cccs2)cc1	i	0.3	i	38.7	13.1	845
O=C(Cc1ccc(Cl)c(Cl)c1)Nc1ccccc1N1CCCC1	i	1.3	i	5.6	5.2	640
Next part
SMILES	Myeloid diff 2	Myeloid diff 2 GFP+ MAC1+ %	T cell HTS	T cell HTS vesicle-bound %	Lipid droplet	Lipid droplet cells 6.5 µM
Cc1ccc(Cl)cc1NC(=O)C1CCCN(c2cnccn2)C1 (centres undefined)	i	1.5	i	13.3	-8.3	696
Cc1ccc(C)c(NC(=O)CCN2CCN(c3ccccc3F)CC2)c1	i	0.7	i	25.0	-5.0	834
CCCNC(=O)c1cc(-c2ccc3c(c2)OCO3)on1	i	0.7	i	23.5	10.8	862
CCOC(=O)c1ccc(S(=O)(=O)NC2CC2)cc1	i	0.3	i	15.8	-4.2	730
COc1cc(C)c(CN2CCSCC2)cc1C	i	0.2	i	60.7	-3.1	811
COc1cccc(CNC(=O)CCn2c(=O)c3cccn3c3cccnc32)c1	i	0.0	i	32.8	-26.0	727
CC(C)c1nc(SCC(=O)Nc2nccs2)c2ccccc2n1	?	·	i	33.3	-13.7	784
CN(Cc1ccon1)C(=O)CC1C(=O)NCCN1Cc1cccc(F)c1F (centres undefined)	i	0.9	i	29.5	1.5	687
O=C(CN(c1ccccc1)S(=O)(=O)c1ccc(Cl)cc1)Nc1cccnc1	i	0.3	i	27.4	-141.2	495
CCOC(CNC(=O)C(=O)Nc1cc2c3c(c1)CCC(=O)N3CCC2)OCC	i	1.2	i	6.5	-2.6	707
Nc1nc(SCc2cccc([N+](=O)[O-])c2)n[nH]1	i	0.7	i	50.9	0.3	806
COc1ccc(N2C(=O)NC(NS(=O)(=O)c3ccc(Cl)cc3)(C(F)(F)F)C2=O)cc1 (centres undefined)	i	0.8	i	16.8	9.1	850
COc1ccc(/C=C/c2onc(C)c2S(=O)(=O)N2CCC(C(=O)N3CCCCCC3)CC2)cc1	i	4.2	i	7.5	-48.1	737

Three entries drawn at random from those above, as already listed:
SMILES	Myeloid diff 2	Myeloid diff 2 GFP+ MAC1+ %	T cell HTS	T cell HTS vesicle-bound %	Lipid droplet	Lipid droplet cells 6.5 µM
COc1cccc(CNC(=O)CCn2c(=O)c3cccn3c3cccnc32)c1	i	0.0	i	32.8	-26.0	727
Cc1ccc(C)c(NC(=O)CCN2CCN(c3ccccc3F)CC2)c1	i	0.7	i	25.0	-5.0	834
Nc1nc(SCc2cccc([N+](=O)[O-])c2)n[nH]1	i	0.7	i	50.9	0.3	806

Bioassay records (PubChem BioAssay)

Only part of the results is shown. The share of hits here may be higher or lower than overall.
